Assay outcomes as filed in PubChem BioAssay.
M. tuberculosis GlmU = inhibition of mycobacterial GlmU enzyme – biochemical, glucosamine-1-phosphate acetyltransferase (AID 1376); one-dose inhibition, %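 (tested at 30 µM in the primary screen)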; IC50 in µM for titrated hits; M. tuberculosis GlmU acetyltransferase enzyme assay; higher % means a stronger effect; hit rate 0.25% among 220,000; in the data active = inhibition above about 13%;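 also: 0% = complete reaction with vehicle and 100% = reaction without substrate; strong numbers were not always called active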
RmlCD inh 1536 = blocks M. tuberculosis RmlC and RmlD coupled enzymes; hit rate 0.03% among 160,000; P9WH09+P9WH11; inhibition, % at 3.6 µM; AID 1533; RmlC+RmlD coupled enzyme assay, percent inhibition; primary screen in compound mixtures; in the data active = inhibition mostly above about 34%, no sharp cut-off; also: some results filed as inactive read as strong as hits
Target sequence (P9WH09 whole entry, looked up): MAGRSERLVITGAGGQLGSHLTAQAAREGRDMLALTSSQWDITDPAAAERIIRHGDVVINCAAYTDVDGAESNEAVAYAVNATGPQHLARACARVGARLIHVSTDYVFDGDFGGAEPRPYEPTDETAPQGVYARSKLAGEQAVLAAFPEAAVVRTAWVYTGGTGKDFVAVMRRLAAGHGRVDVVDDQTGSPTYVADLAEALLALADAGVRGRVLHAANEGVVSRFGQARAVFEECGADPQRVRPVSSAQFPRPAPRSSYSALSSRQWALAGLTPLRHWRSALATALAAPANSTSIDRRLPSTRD
Target sequence (P9WH11 whole entry, looked up): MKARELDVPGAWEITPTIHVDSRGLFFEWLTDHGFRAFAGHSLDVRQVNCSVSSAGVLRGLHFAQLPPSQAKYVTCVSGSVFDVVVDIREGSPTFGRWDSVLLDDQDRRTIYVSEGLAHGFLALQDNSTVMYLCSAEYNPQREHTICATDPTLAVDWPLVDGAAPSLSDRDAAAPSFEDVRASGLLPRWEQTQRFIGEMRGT
The depositor's hits bear a star; . = not tested or not shown.

smiles | M. tuberculosis GlmU | RmlCD inh 1536
O=C(NCc1nnc(SCC(=O)N2CCCc3ccccc32)o1)c1ccco1 | -2.8% | -3.0
CC1CCCC(C)N1C(=O)c1cc(-c2cccs2)on1 (stereo unspecified) | 0.1% | .
Cc1ccc(NC2=NC3(CCCCC3)N=C(N)N2)c(C)c1 | -4.0% | .
CCCCCn1c(CNC(C)=O)nc2ccccc21 | -3.3% | -2.3
CCN(CCCn1c(SCC#N)nc2ccccc2c1=O)c1ccccc1 | -3.2% | .
Cc1cnc(C(=O)OCC(=O)Nc2ccc(Cl)cc2Cl)cn1 | 2.0% | -5.6
O=C(/C=C/c1ccco1)NCc1ccccn1 | 1.0% | -8.2
COc1ccc(OCC(=O)NNC(=O)c2ccc(-c3ccccc3)cc2)cc1 | . | 0.6
O=S1(=O)NC(=NCCOCCO)c2ccccc21 | 0.6% | .
COC(=O)C1=C(C)NC(=S)N(C(C)=O)C1c1ccccc1 (stereo unspecified) | 0.8% | .
N/C(=N\OC(=O)c1ccc2ccccc2c1)c1ccc(Br)cc1 | 3.1% | 0.3
CCc1nc(SCc2ccc(Cl)cc2)n[nH]1 | 5.3% | -9.2
COc1ccc(CCNC(=O)COC(=O)c2cc(OC)c(OC)cc2OC)cc1OC | -0.8% | -8.0
O=C1OC(c2ccccc2)c2ccccc21 (stereo unspecified) | -5.3% | -8.1
CCOC(=O)c1c(NC(C)=O)sc2c(OC(C)=O)cccc12 | 5.3% | .

Some values from the entries so far.
Value for COC(=O)C1=C(C)NC(=S)N(C(C)=O)C1c1ccccc1 (stereo unspecified) in M. tuberculosis GlmU: 0.8%
Value for O=S1(=O)NC(=NCCOCCO)c2ccccc21 in M. tuberculosis GlmU: 0.6%
Value for N/C(=N\OC(=O)c1ccc2ccccc2c1)c1ccc(Br)cc1 in RmlCD inh 1536: 0.3

(cont.)
smiles | M. tuberculosis GlmU | RmlCD inh 1536
Cc1ccc(NC(=O)CSc2nnc(-c3cnccn3)n2Cc2ccco2)cc1 | -4.2% | -5.9
Cc1nc([N+](=O)[O-])c(Br)n1CC(=O)c1ccc(Br)cc1 | 1.7% | -10.0
O=C(COC(=O)C1CC1)Nc1ncc(C(F)(F)F)cc1Cl | -3.3% | 5.3
C=CCc1cccc2cc(C(=O)OCC(=O)c3ccccc3)c(=O)oc12 | -1.9% | -10.9
O=C(CN1CCOCC1)Nc1ccccc1-c1ccccc1 | -3.6% | .
O=C(NCCCl)Nc1ccc(Cl)c([N+](=O)[O-])c1 | -7.5% | -8.5
O=[N+]([O-])c1cc(C(F)(F)F)ccc1NN=C1CCCC1 | -1.0% | 0.8
O=C(/C=C/c1ccc(F)cc1)NC(=S)N1CCN(c2ccccn2)CC1 | 3.4% | -4.5
CCCS(=O)(=O)NCc1cn2cccc(C)c2n1 | -9.4% | 1.8
Cc1ccc(-c2cc(C(F)F)nc(N3CCC(C)CC3)n2)cc1 | 2.2% | 9.3
C=C(C)CSc1nc2nc(C)c(Br)cc2[nH]1 | 3.0% | -8.8
O=C(CSc1nnc(COc2ccc3c(c2)CCCC3)o1)Nc1ccc(F)cc1 | 11.0% | -15.8
COc1ccc(N(C(=O)c2cccc(OC)c2OC)C2C=CS(=O)(=O)C2)cc1 (stereo unspecified) | 1.8% | .
COc1ccc(C2SCC(C(=O)O)N2C(C)=O)cc1 (stereo unspecified) | 0.5% | .
Cc1cc(C)n(CC2CC(=O)N(c3ccc(Cl)c(Cl)c3)C2=O)n1 (stereo unspecified) | 1.2% | 10.0

Entries from the list above that contain an NH in an aromatic ring (2):
smiles | M. tuberculosis GlmU | RmlCD inh 1536
CCc1nc(SCc2ccc(Cl)cc2)n[nH]1 | 5.3% | -9.2
C=C(C)CSc1nc2nc(C)c(Br)cc2[nH]1 | 3.0% | -8.8

Continuation.
smiles | M. tuberculosis GlmU | RmlCD inh 1536
O=S(=O)(c1ccc(NC(=S)NCc2ccco2)cc1)N1CCCC1 | 1.6% | -7.5
CCc1nnc(NC(=O)CSc2nnc(-c3ccc(S(=O)(=O)N4CCCC4)cc3)n2CC)s1 | -6.0% | 7.9
COC(=O)Nc1ccc(S(=O)(=O)NCCO)cc1 | -0.8% | .
CCOc1ccc(/C(O)=C2/C(=O)C(=O)N(c3ncccn3)C2c2ccccc2)cc1 (stereo unspecified) | 3.4% | .
CCCN1C(=O)/C(=N\OCC(=O)NCC(F)(F)F)c2ccccc21 | 2.1% | 5.5
CCOC(=O)c1ccc2c(c1)nc(SC/C(O)=C(\C#N)c1nc3ccccc3[nH]1)n2CC | -1.2% | -6.2
Cc1ccc(C)n1-c1nn(S(=O)(=O)c2cccc3cccnc23)c2cccc(F)c12 | -2.6% | -3.4
Cc1onc(-c2ccccc2)c1C(=O)Nc1cccnc1 | -1.9% | -4.7
Cc1cc2nc(-c3ccc(SCC(=O)Nc4ccc5c(c4)OCCO5)nc3)[nH]c2cc1C | 5.3% | -4.2
Nc1c(C(=O)NCc2ccco2)c2nc3ccccc3nc2n1Cc1ccc(F)cc1 | -4.8% | 3.0
COc1ccc(-c2nc(Cn3c(SCc4ccccc4F)nc4ccncc43)c(C)o2)cc1 | 5.4% | -1.5
S=C1NCCOCCOCCOCCN1 | 4.6% | .
CC(=O)N1CCc2c(sc(NC(=O)CN3C(=O)CCC3=O)c2C(N)=O)C1 | 2.9% | 0.2
Cc1cc2nc(CSc3ccc(Cl)cc3)cc(=O)n2[nH]1 | 7.3% | 3.2
Cc1cccc(C)c1NC(=O)COC(=O)c1cc(-c2cccnc2)nc2ccccc12 | -6.4% | 6.2
O=C(N/N=C/c1sc(N2CCOCC2)nc1-c1ccccc1)c1cccc(S(=O)(=O)N2CCCC2)c1 | 3.3% | 4.8
Cc1ccc(S(=O)(=O)NN=C2C3CC4CC(C3)CC2C4)cc1[N+](=O)[O-] | 3.3% | -13.7
O=c1[nH]c(CCl)nc2cc(-c3ccc(Cl)cc3)sc12 | -11.4% | 13.2
Nn1c(SCc2ccc(Br)cc2)nnc1-c1ccccn1 | -2.5% | -4.9
COc1ccccc1OCCNC(=O)Cc1ccc(Cl)c(Cl)c1 | -1.2% | -9.1
CS(=O)(=O)N(Cc1ccc(Cl)cc1)c1ccc(C(=O)N2CCN(c3ccccc3)CC2)cc1 | 2.5% | 7.9
Cc1cc(NC(=O)/C=C\C(=O)O)c([N+](=O)[O-])cc1C | -1.5% | -14.2
O=C(CCN=C1NS(=O)(=O)c2ccccc21)N1CCc2ccccc2C1 | 3.5% | -8.8
CCOC(=O)c1c(/N=C/c2ccccc2O)sc2c1CCC2 | -0.3% | 13.7
CCN(CC)S(=O)(=O)c1cccc(C(=O)Nc2ccccc2)c1 | 1.6% | 0.8
Cc1sc2ncnc(N3CCN(CCOc4ccc(Cl)cc4)CC3)c2c1C | 6.9% | 6.6
CCOc1ccc(CC(=O)N/N=C/c2cccnc2)cc1 | 0.6% | 6.1
Cc1ccc(NC(=O)c2ccc(CSc3nnc(-c4ccncc4)n3C)cc2)c(C)c1 | 3.8% | .
Cc1onc(-c2ccccc2Cl)c1C(=O)Oc1cc(N)n(S(=O)(=O)c2ccc(F)cc2)n1 | 0.8% | 6.6
Cc1cc(C)c2c(C)[nH]nc2n1 | 7.1% | 7.5
Cc1ccc(NC(=O)C2(NC(=O)c3cccc(N4C(=O)CSC4c4ccccc4)c3)CCCCC2)cc1 (stereo unspecified) | -6.0% | -3.7
Cc1ccc2c(c1)CC1(CN2C)C(=O)NC(=O)N(c2cccc(C)c2C)C1=O (stereo unspecified) | 0.2% | 9.9
COc1cc(-c2nnn(CC#N)n2)ccc1OCc1ccccc1 | 0.1% | .
O=C(Nc1nc2nccc(-c3ccccc3)n2n1)C(Cl)(Cl)Cl | 0.8% | -2.5
Clc1cc(I)cc(Cl)c1NC1=NCCN1 | -3.2% | .
CCn1c(CSc2nnc(C)n2-c2ccccc2)nc2cc(S(=O)(=O)N(C)C)ccc21 | 3.3% | .
O=C(Nc1cccc(-c2csc(Nc3ccc(Cl)cc3)n2)c1)c1cccc(C(F)(F)F)c1 | 0.1% | .
COc1ccccc1NC(=S)N(Cc1ccccc1)Cc1cccs1 | -1.9% | 38.4
NC(=O)[C@@H]1CCCCNc2c(F)cc([N+](=O)[O-])cc2C(=O)N[C@@H](CC(=O)O)C(=O)N[C@@H](CCC(=O)O)C(=O)N1 | 3.2% | .
CCO/N=C/C(=O)Nc1ccc(F)cc1F | -0.3% | .
C=CCCCCCCCC(=O)OC | 0.8% | -3.0
CCOc1cc(/C=C2/SC(=Nc3ccccc3)N(Cc3cccnc3)C2=O)ccc1OCC#N | 0.8% | -1.6
CC(COC(=O)c1ccccc1)(COC(=O)c1ccccc1)/[N+]([O-])=C/c1ccccc1 | -2.3% | 3.2
COc1ccnc(N=CNOCc2ccc(Cl)cc2)c1C#N | 3.3% | -5.8
COc1ccc(NC(=O)c2oc3ccccc3c2NC(=O)C(C)(C)C)cc1 | 2.0% | 3.8
CCn1c(COc2cccc(C)c2)nnc1SCC(=O)Nc1cccc(C(=O)O)c1 | 1.4% | .
COc1ccc(/C=C/c2cc(=O)c3cc(Cl)ccc3o2)cc1 | 6.9% | 8.4
O=C(COc1ccccc1)Nc1ccc(NC(=O)c2ccco2)cc1 | -8.0% | 18.6
O=C(O)c1ccc(-c2nc3ccccc3s2)o1 | -2.3% | .
COc1ccc(N2CCCn3c2nc2c3c(=O)n(CCCc3ccccc3)c(=O)n2C)cc1 | . | 7.0
Cc1ccc(Oc2cc(C#N)c(C#N)cc2-n2nnc3ccccc32)cc1C | -0.7% | -5.0
Cc1ccc(/C=C/C(=O)CCC(=O)O)cc1 | -7.5% | .
CC(NS(=O)(=O)c1ccc(CCC(=O)NCc2cccnc2)cc1)c1ccccc1 (stereo unspecified) | -3.7% | 11.2
Cc1ccc(C(=O)NC(=C(Cl)Cl)S(=O)(=O)c2ccccc2)cc1 | 0.6% | -3.9
CCCCCc1nc2c(=O)[nH]c3ccccc3c2o1 | 4.5% | 13.6
O=[N+]([O-])c1cccc(S(=O)(=O)NCCc2cn3ccccc3n2)c1 | 1.3% | 4.5
O=C(c1ccc(Cl)c([N+](=O)[O-])c1)N1CCN(c2ccccn2)CC1 | -5.3% | -4.3
CCOc1c2ccc(C(=O)NCc3ccccc3OC)cc2nn1CC | -1.6% | 11.8
O=C(CCn1c(=S)[nH]c2ccccc2c1=O)NCCCN1CCOCC1 | -0.3% | 3.4
CCOc1ccc(CNC(=S)N/N=C\c2ccc([N+](=O)[O-])cc2)cc1 | -9.6% | -1.7

(more compounds)
smiles | M. tuberculosis GlmU | RmlCD inh 1536
Cc1cc(C(=O)CSc2nnc(-c3cccnc3)n2-c2ccccc2F)c(C)n1C | 0.3% | 4.7
Oc1ccccc1-c1nc(N2CCCC2)c2ccccc2n1 | 0.1% | .
N=C1SC(CC(=O)Nc2ccccc2[N+](=O)[O-])C(=O)N1c1ccccc1 (stereo unspecified) | -3.0% | -5.4
Nc1c(Cl)c(Cl)nc(C(=O)N/N=C/c2cccnc2)c1Cl | 4.5% | -1.4
COc1cc(C(=O)N/N=C(\c2ccccc2)c2ccccn2)cc(OC)c1OC | 0.5% | 4.7
Cc1ccc(Nc2nc(N)nc(CSc3nnc(-c4ccncc4)o3)n2)cc1 | 1.9% | -9.0
O=C1COc2ccc(N3C(=O)C=CC3=O)cc2N1 | 4.5% | .
Cc1oc2ccc(OCc3c(F)cccc3Cl)cc2c1C(=O)O | 1.9% | 7.3
CN(C)C(=O)NC(O)C(Cl)Cl (stereo unspecified) | 2.4% | .
C=CCn1c(Cc2ccc(OC)cc2)nnc1SCC(N)=O | 0.6% | .
O=C1CC(c2ccccc2)CC2=C1C=Nc1ccccc1N2 (stereo unspecified) | -4.8% | 0.8
FC(F)(F)c1cnc(N/N=C/c2ccncc2)c(Cl)c1 | -1.8% | .
CSc1ccc(/C=N\NC(=O)CNc2ccc(C)cc2)cc1 | -6.9% | 0.7
Cc1cccc(NC(=O)C2CCCC2)c1 | 13.7%* | .
CCCCn1nnc(NC(=O)c2cc3ccccc3o2)n1 | -0.3% | 7.8
Cc1ccnn1CC(=O)N/N=C/c1cccs1 | 0.4% | 0.2
COc1ccc(C2NC(=O)NC(O)(C(F)(F)F)C2C(=O)c2ccccc2)cc1OC (stereo unspecified) | -5.3% | -5.1
CC(C)[C@H](NC(N)=O)C(=O)Nc1ccc2c(c1)CCC2 | 0.7% | 20.1
CC(=NCCc1c(C)[nH]c2ccc(OCc3ccccc3)cc12)C1=C(O)CC(c2ccccc2)CC1=O (stereo unspecified) | 6.2% | -17.1
CCOc1cccc(-c2nnc3sc(COc4ccc(C)cc4)nn23)c1 | -3.8% | 13.0
CC(=O)Oc1ccc2oc(/C=C/N(C)C)c([N+](=O)[O-])c2c1 | -0.9% | -7.9
NC(=O)CSC1=Nc2ccccc2C2=NC(c3ccccc3)C(=O)N12 (stereo unspecified) | 8.4% | 9.1
Nc1[nH]c(=O)ncc1F | 5.8% | 4.5
CCOC(=O)NC(Nc1sc2c(c1C(=O)OC)CCN(C)C2)(C(F)(F)F)C(F)(F)F | -1.3% | .
Cc1nnc2sc(-c3ccncc3)nn12 | 3.5% | .
CC1(C)Cc2sc3c(=O)[nH]c(=S)[nH]c3c2CO1 | 9.3% | -4.3
COCC(=O)Nc1ccc(-c2cn3cccnc3n2)cc1 | 0.4% | .
COC(=O)[C@H](C)NC(=O)Nc1cccc(Br)c1 | 2.0% | 5.1

This is a subset; the hit share may differ from the screen's.
